Screens deposited in PubChem by several laboratories.
Dengue-2 NS5 capping = Dengue-2 NS5 methyltransferase inhibitors, primary screen, biochemical, confirmation dose response (AID 588689) | Dengue-2 NS5 methyltransferase capping enzyme assay, biochemical; higher % means a stronger effect | inhibition, % at 25 µM; hits with a dose series show IC50 in µM | 340,000 tested, 0.3% active; in the data active = a potency from the dose series; inconclusive = inhibition above about 29% without an active follow-up result
GPR35 antagonists = inhibition of zaprinast-stimulated GPR35 beta-arrestin translocation – imaging, U2OS, beta-arrestin-GFP, zaprinast agonist, primary screen (AID 2058) | U2OS GPR35 beta-arrestin-GFP translocation imaging, zaprinast antagonism; higher % means a stronger effect | one-dose inhibition, % at 10 µM; IC50 in µM for titrated hits | 290,000 tested, 0.052% active;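 active = inhibition of at least 50% with at least 30 cells and total cytoplasm GFP at most 10,000,000; inconclusive = under 30 cells or total GFP of 10,000,000 plus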
UTI89 phage lysis = protection from phage-mediated lysis, alamar blue read-out – E. coli UTI89, K1F phage, bacterial capsule biogenesis inhibitors (AID 488966). E. coli UTI89 K1F phage lysis, alamar blue, 2 h; higher % means a stronger effect. one-dose inhibition, % at 100 µM; IC50 in µM for titrated hits. 340,000 tested, 0.02% active;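 active = phage lysis inhibition, versus mean bacterial control, above a set limit; inconclusive = no clear call, values can overlap the other calls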;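 note: capsule biogenesis inhibitors block K1F phage lysis so surviving cells raise fluorescence; higher fluorescence means more inhibition of phage lysis; actives were called in the ten point dose series up to 300 µM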
HIV fusion peptide = cell-free HIV fusion peptide-binding blockers – biochemical, uHTS, fluorescence dequenching, primary screen (AID 1986). cell-free peptide binding, fluorescence dequenching, 30 min; higher % means a stronger effect. inhibition, % at 20 µM, or IC50 in µM where a hit was titrated. 290,000 tested, 0.3% active; in the data active = inhibition mostly above about 52%, no sharp cut-off; inactive = mostly below about 76%; note: some results filed as inactive read as strong as hits
GPR55 LPI antagonism = inhibition of LPI-stimulated GPR55 beta-arrestin translocation – imaging, U2OS, beta-arrestin-GFP, LPI agonist, primary screen (AID 2013) | 290,000 tested, 0.13% active | U2OS GPR55 beta-arrestin-GFP translocation imaging, LPI antagonism; higher % means a stronger effect | inhibition, % at 10 µM, or IC50 in µM where a hit was titrated;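 active = spots per cell inhibited over 60%, with over 100 cells counted and total cytoplasm intensity under 500,000; inconclusive = wells with under 100 cells, flagged as likely toxic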;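 note: U2OS cells stably carrying GPR55 and arrestin-GFP stimulated by 5 µM LPI near EC80; imaged beta-arrestin-GFP aggregate spots per cell after agonist stimulation; plate controls were LPI-stimulated DMSO wells for no effect and DMSO wells without LPI for full effect; some results filed as inactive read as strong as hits; confirmed hits need IC50 under 10 µM and bright autofluorescent wells are also inconclusive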
Large T inhibition = SV40 large T antigen inhibitors, biochemical (AID 1903); SV40 large T antigen ATPase/helicase inhibition assay; higher % means a stronger effect; one-dose inhibition, % at 20 µM; IC50 in µM for titrated hits; 310,000 tested, 0.39% active; in the data active = a potency from the dose series; inconclusive = inhibition mostly from about 32% at the one dose, without a potency; inactive = the rest, 99 in 100 with inhibition below about 32%; note: strong numbers were not always called active
RSV CPE inhibition = RSV antiviral activity via CPE protection, HEp-2 cells, primary 10 µM value included (AID 2391); HEp-2 cells, RSV-induced CPE inhibition; higher % means a stronger effect; one-dose CPE inhibition, % at 10 µM; IC50 in µM for titrated hits; 310,000 tested, 0.13% active; in the data active = a potency from the dose series; inconclusive = CPE inhibition mostly from about 23% at the one dose, without a potency; inactive = the rest, 99 in 100 with CPE inhibition below about 21%; note: strong numbers were not always called active
MgcRacGAP inhibition = MgcRacGAP GTPase-activating activity inhibitors, confirmation, biochemical, ADP Hunter fluorescence; MgcRacGAP-stimulated Rac1 GTP hydrolysis, ADP Hunter fluorescence; higher % means a stronger effect; GST-tagged Rac1 F28L mutant substrate; one-dose inhibition, % at 30 µM; IC50 in µM for titrated hits; 340,000 tested, 0.6% active; AID 624330;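 active = first-screen hits whose inhibition reached a set limit at any dose in the follow-up dose series; inconclusive = inhibition above the set first-screen limit but never retested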;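 note: fluorescence reports GDP produced by GAP-driven GTP hydrolysis; strong numbers were not always called active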
PhoP inhibition = PhoP-dependent GFP reporter repression – Salmonella Typhimurium, primary screen (AID 1863); S. Typhimurium PhoP-regulated promoter GFP reporter, 4 h; higher % means a stronger effect; inhibition, % at 50 µM, or IC50 in µM where a hit was titrated; 300,000 tested, 0.16% active;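 active = inhibition over 29.93%, a cutoff 3 SD above the screen mean, later confirmed by dose response; inconclusive = inhibition over 29.93% but no dose response follow-up; inactive = inhibition at most 29.93% or unconfirmed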;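 note: 0% = low Mg2+ inducing control and 100% = high Mg2+ repressing control; strong numbers were not always called active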
Dengue-2 NS5 capping pilot replicate = second read-out of Dengue-2 NS5 capping, no call of its own (marks repeat the call); inhibition, %; measured here: pilot screen replicate inhibition
* hit, by the source's call; ? = inconclusive; / = no result given; [ ] = another dose, or the depositor's remark.

SMILES	Dengue-2 NS5 capping	GPR35 antagonists	UTI89 phage lysis	HIV fusion peptide	GPR55 LPI antagonism	Large T inhibition	RSV CPE inhibition	MgcRacGAP inhibition	PhoP inhibition	others
CCn1c(SCC(=O)c2ccc3c(c2)OCCO3)nnc1C(C)C	2%	2%	1.9%	2.0%	-15%	5%	1.0%	10%	-6%
COc1cccc(NC(=O)CSc2nnc(NC(=O)C3CCC3)s2)c1	-9%	2%	0.7%	-1.2%	-4%	-2%	0.7%	5%	4%
COc1ccc(C(=O)O)cc1NC(=S)NC(=O)C(c1ccccc1)c1ccccc1	-1%	9%	-0.5%	37%	-2%	14%	3.8%	-6%	1%
CC(C)Sc1nc(-c2cccs2)nc2c1c(=O)n(C)c(=O)n2C	/	-6%	/	0.1%	0%	13%	/	/	2%
CC(NC(=O)COc1ccc(N(C)S(=O)(=O)c2ccccc2)cc1)c1ccccc1 (configuration not stated)	-11%	-25%	0.1%	-2.5%	11%	9%	-0.1%	6%	8%
Cc1ccc(N(C(=O)c2ccco2)C(C(=O)NC2CCCC2)c2cccnc2)cc1C (configuration not stated)	-8%	4%	0.8%	1.5%	2%	7%	1.0%	2%	-4%
COc1nccc(C(F)(F)F)c1C(=O)NC(=O)Nc1c(C)cccc1C	-4%	9%	2.0%	1.0%	2%	8%	0.5%	6%	-8%
Cc1cccc(N(C(=O)Cc2cccs2)C(C(=O)NCc2ccco2)c2ccncc2)c1 (configuration not stated)	/	6%	/	-0.1%	-3%	3%	-0.5%	/	3%
O=C(CCc1ccccc1)NNC(=O)c1ccccn1	-2%	-22%	-0.5%	2.7%	13%	2%	0.6%	5%	-6%
CCOc1cc(C2C(C#N)=C(N)Oc3n[nH]c(C)c32)ccc1OCCN1CCOCC1 (configuration not stated)	-5%	9%	0.3%	-2.0%	12%	7%	0.0%	3%	4%
CSc1ccc(C(=O)C2CCCN(S(=O)(=O)N(C)C)C2)cc1 (configuration not stated)	-35%	11%	0.2%	0.7%	14%	18%	17%	6%	10%
O=C(N/N=C/c1c(O)n(-c2ccc(Cl)cn2)c(=O)c2ccccc12)c1ccncc1	26%	-10%	2.4%[50 µM]	19%	9%	2%	3.5%	9%	11%
Cn1nc(-c2ccccc2F)c2cc(C(=O)N3CCN(C(=O)c4ccco4)CC3)sc21	12%	/	-0.1%	/	/	/	4.3%	5%	/
CCOC(=O)c1cc2c(C(F)(F)F)cc(-c3cccnc3)nc2o1	-3%	-40%	1.3%	-2.0%	1%	5%	-0.3%	14%	8%
Cc1c(C(=O)N2CCC(n3nccc3NC(=O)C3CC3)CC2)[nH]c2ccc(Cl)cc12	0%	-3%	0.1%	-0.4%	1%	5%	7.7%	9%	4%
CCN(CC)CCNC(=O)c1ccc(NC(=O)C2CCN(S(=O)(=O)c3ccc4c(c3)OCCO4)CC2)cc1	16%	/	0.4%[50 µM]	/	/	13%	-1.8%	0%	-3%
CCOC(=O)C(CC(=O)O)N1CCCCC1 (configuration not stated)	-3%	18%	0.6%	0.4%	6%	-1%	0.6%	8%	-3%
O=S(=O)(c1cc(Cl)ccc1Cl)n1cccn1	-2%	20%	-0.7%	1.1%	1%	15%	-0.3%	-17%	-1%
CCOC(=O)c1ccc(NC(=O)c2c(N)n(C)c(=O)[nH]c2=O)cc1	-2%	/	-2.1%	/	/	3%	1.2%	5%	/
Brc1ccc(-c2nnc(-c3ccco3)o2)cc1	0%	22%	0.7%	-2.2%	9%	5%	0.6%	11%	-2%
COC(=O)c1cccnc1NC(=S)NNC(=O)c1ccncc1	1%	7%	0.6%	16%	2%	-1%	0.8%	0%	-17%	Dengue-2 NS5 capping pilot replicate=3.6
Cc1ccc(O)c(CP(=O)(c2ccccc2)c2ccccc2)c1	-3%	2%	2.5%[50 µM]	-3.2%	8%	?	0.9%	8%	4%
Cc1ccccc1C(=O)Nc1scc(-c2ccc(Br)cc2)c1C(=O)O	23%	/	0.0%	/	/	12%	?	1%	/
CC1CN=C(N(C(=O)Nc2ccccc2)C(C)C)S1 (configuration not stated)	-2%	3%	0.0%	2.7%	12%	8%	0.6%	0%	5%
Cc1ccc2[nH]c3c(=O)n(N)c(=O)[nH]c3c2c1	/	-3%	/	0.1%	0%	14%	/	/	-8%

An excerpt from above in order of length of the SMILES, falling.
SMILES	Dengue-2 NS5 capping	GPR35 antagonists	UTI89 phage lysis	HIV fusion peptide	GPR55 LPI antagonism	Large T inhibition	RSV CPE inhibition	MgcRacGAP inhibition	PhoP inhibition	others
CCOC(=O)c1ccc(NC(=O)c2c(N)n(C)c(=O)[nH]c2=O)cc1	-2%	/	-2.1%	/	/	3%	1.2%	5%	/
CSc1ccc(C(=O)C2CCCN(S(=O)(=O)N(C)C)C2)cc1 (configuration not stated)	-35%	11%	0.2%	0.7%	14%	18%	17%	6%	10%
Cc1ccc(O)c(CP(=O)(c2ccccc2)c2ccccc2)c1	-3%	2%	2.5%[50 µM]	-3.2%	8%	?	0.9%	8%	4%

6 compounds picked at random from the list so far, as already listed:
SMILES	Dengue-2 NS5 capping	GPR35 antagonists	UTI89 phage lysis	HIV fusion peptide	GPR55 LPI antagonism	Large T inhibition	RSV CPE inhibition	MgcRacGAP inhibition	PhoP inhibition	others
Cn1nc(-c2ccccc2F)c2cc(C(=O)N3CCN(C(=O)c4ccco4)CC3)sc21	12%	/	-0.1%	/	/	/	4.3%	5%	/
CC(C)Sc1nc(-c2cccs2)nc2c1c(=O)n(C)c(=O)n2C	/	-6%	/	0.1%	0%	13%	/	/	2%
O=S(=O)(c1cc(Cl)ccc1Cl)n1cccn1	-2%	20%	-0.7%	1.1%	1%	15%	-0.3%	-17%	-1%
CC1CN=C(N(C(=O)Nc2ccccc2)C(C)C)S1 (configuration not stated)	-2%	3%	0.0%	2.7%	12%	8%	0.6%	0%	5%
Cc1c(C(=O)N2CCC(n3nccc3NC(=O)C3CC3)CC2)[nH]c2ccc(Cl)cc12	0%	-3%	0.1%	-0.4%	1%	5%	7.7%	9%	4%
COC(=O)c1cccnc1NC(=S)NNC(=O)c1ccncc1	1%	7%	0.6%	16%	2%	-1%	0.8%	0%	-17%	Dengue-2 NS5 capping pilot replicate=3.6

Next part.
SMILES	Dengue-2 NS5 capping	GPR35 antagonists	UTI89 phage lysis	HIV fusion peptide	GPR55 LPI antagonism	Large T inhibition	RSV CPE inhibition	MgcRacGAP inhibition	PhoP inhibition	others
CCOc1ccc(-n2c(SC(C)C)nc3c(c2=O)SCC3)cc1	2%	-4%	-0.1%	0.5%	7%	5%	1.1%	3%	-4%
O=C(CNS(=O)(=O)c1ccccc1Br)OCC(=O)N1CCc2ccccc21	1%	6%	-0.1%	1.2%	-14%	0%	1.6%	3%	-2%
CCOC(=O)Cn1c(=O)cc(C)c2cccc(C)c21	-4%	10%	0.3%	0.5%	0%	8%	-1.2%	-2%	-4%
CN(C)c1nc(NCc2ccccc2)nc(SCC(=O)Nc2ccccc2Cl)n1	-9%	-16%	3.3%	-1.1%	-14%	11%	?	5%	-3%
CCCCCCCC1CC(CSc2ncn[nH]2)OC1=O (configuration not stated)	-1%	-14%	6.7%	0.8%	1%	6%	-0.6%	4%	-2%
Cc1ccc(Nc2nc(CSc3nnc(-c4ccccc4C)n3C)cs2)cc1	-4%	-3%	0.5%	-0.5%	10%	11%	8.2%	8%	13%
CCN1CCN(C(=O)c2ccc(CS(=O)(=O)Cc3ccccc3F)o2)CC1	-1%	-3%	5.4%	4.4%	-7%	5%	0.9%	10%	10%
Cc1cccc(-c2cccc(NC(=O)C3CCCN(Cc4cccnc4)C3)c2)c1 (configuration not stated)	-9%	-5%	-0.2%	-0.4%	6%	4%	4.4%	3%	2%
O=C(C1CCN(C2CC(=O)N(c3cccc(Cl)c3)C2=O)CC1)N1CCCCCC1 (configuration not stated)	-7%	-14%	-0.1%	1.3%	3%	0%	0.9%	2%	-11%
Cc1ccc(S(=O)(=O)c2c(C)nn(C(C)(C)C)c2OC(=O)CC(C)C)cc1	-10%	-12%	0.1%	-1.4%	18%	4%	9.3%	7%	-6%
CCN(CC)C(=O)CSc1nc2sc3c(c2c(=O)n1CCCOC)CCC3	3%	-2%	0.1%	-0.3%	11%	10%	2.2%	12%	-9%	Dengue-2 NS5 capping pilot replicate=3.0
O=C(CC1SC(=O)N(Cc2ccccc2)C1=O)Nc1nccs1 (configuration not stated)	-1%	3%	0.6%	3.5%	10%	-3%	0.1%	5%	-12%
COC(=O)c1c(C)[nH]c(C)c1-c1ccccc1	-4%	0%	0.5%	6.9%	27%	-1%	3.7%	15%	15%
COc1ccc(N=Cc2c(O)n(-c3cccc(C)n3)c(=O)c3ccccc23)c(OC)c1	?	-8%	-0.5%	145%	5%	14%	4.7%	5%	-45%
Cc1ccc(-c2cc(C(=O)Nc3cccnc3)[nH]n2)c(O)c1C	-4%	-3%	0.7%	-3.5%	0%	15%	16%	17%	5%
Cc1c(S(=O)(=O)NCc2ccccc2)c(=O)n(C)c(=O)n1C	6%	1%	0.4%	0.0%	-8%	19%	0.3%	8%	/
NC1=NC(=O)/C(=C/C=C/c2cccs2)S1	-7%	/	0.1%	/	/	6%	-2.1%	5%	/
Cc1c(-c2cccc(Cl)c2)nc2ccccc2c1C(=O)OCC(=O)N(C)C1CCS(=O)(=O)C1 (configuration not stated)	3%	-14%	-0.6%	2.1%	14%	12%	8.6%	-10%	4%
Cn1nc(C(F)(F)F)c(C(=O)Nc2cccc(Cl)c2)c1Cl	-9%	13%	0.9%	-1.0%	-4%	12%	7.1%	6%	-3%	Dengue-2 NS5 capping pilot replicate=-3.3
CC(C)C1Oc2ccccc2N(CC(=O)N(Cc2ccccn2)C2CC2)C1=O (configuration not stated)	-3%	-8%	0.3%	0.8%	11%	3%	2.0%	3%	2%
CCOC(=O)C1=C(C)OC(N)=C(C#N)C1c1ccc(C)s1 (configuration not stated)	2%	0%	-0.2%	1.3%	-9%	3%	1.9%	6%	-11%
O=C(Nc1cccc(S(=O)(=O)N2CCCC2)c1)c1ccc2c(=O)n3c(nc2c1)CCCCC3	-3%	18%	4.8%	1.2%	9%	18%	5.4%	4%	-15%

Not a hit list. Share with any hit: about 1.5%.
